Screening data from PubChem.
TNAP inh noacc: human TNAP enzyme inhibitors, primary screen, biochemical, luminescent, no phosphate acceptor, uHTS | Alkaline phosphatase, tissue-nonspecific isozyme (Homo sapiens), P05186 | AID 1012, 2008 | hit rate 0.26% among 200,000 | inhibition, % at 20 µM | purified TNAP, CDP-star luminescence, 30 min;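 active = tissue-nonspecific alkaline phosphatase inhibition above about 50% at 20 µM in the single-dose screen, limit read from the data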;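 also: 0% = DMSO negative control and 100% = EDTA positive control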
Target sequence (P05186 whole entry, looked up): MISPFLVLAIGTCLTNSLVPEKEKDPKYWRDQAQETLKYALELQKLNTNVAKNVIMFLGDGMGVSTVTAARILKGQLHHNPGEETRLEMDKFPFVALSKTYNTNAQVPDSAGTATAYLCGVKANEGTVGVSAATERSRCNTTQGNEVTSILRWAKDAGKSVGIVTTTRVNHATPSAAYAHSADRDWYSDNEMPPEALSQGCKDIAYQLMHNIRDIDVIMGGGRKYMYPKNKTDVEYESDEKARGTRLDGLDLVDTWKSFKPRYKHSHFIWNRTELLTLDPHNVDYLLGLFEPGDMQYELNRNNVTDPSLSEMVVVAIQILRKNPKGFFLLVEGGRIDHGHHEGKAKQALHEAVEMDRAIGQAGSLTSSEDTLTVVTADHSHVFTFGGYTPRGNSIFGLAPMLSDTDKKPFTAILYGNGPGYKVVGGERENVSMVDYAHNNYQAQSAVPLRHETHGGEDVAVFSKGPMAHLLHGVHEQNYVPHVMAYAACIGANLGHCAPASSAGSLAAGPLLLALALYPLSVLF
TNAP act hiacc: TNAP activators at high phosphate acceptor level, primary screen, biochemical, luminescence, uHTS. purified TNAP, CDP-star luminescence, 1 M DEA, 30 min; hits give high values; 0 = EDTA background, 1 = DMSO-only activity. activation factor at 20 µM. 200,000 tested, under 10 active;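 active = activation factor at least 2 at 20 µM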
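system = human TNAP | amount = enzyme diluted 1/800 final | reagent = 100 µM CDP-star substrate | signal = luminescent substrate turnover signal | dosing = one dose, 20 µM | benchmarks = EDTA negative control, DMSO positive control | measure = activation factor | timing = 30 min reaction, room temperature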
TNAP inh hiacc: human TNAP enzyme inhibitors, primary screen, biochemical, luminescent, high phosphate acceptor level, uHTS. AID 1135, 2008. hit rate 0.03% among 200,000. Alkaline phosphatase, tissue-nonspecific isozyme (Homo sapiens), P05186. inhibition, % at 20 µM. purified TNAP, CDP-star luminescence, 1 M DEA;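 active = over 50% inhibition of tissue-nonspecific alkaline phosphatase at 20 µM in the single-dose screen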;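 also: plate controls were DMSO wells for no effect and EDTA-quenched wells as full inhibition for full effect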
TR-FRET SRC-2 ct: TR-FRET signal artefacts, primary screen, artefact control for PPARgamma SRC-2 agonist project, biochemical; TR-FRET artefact counter-screen; hits give high values; TR-FRET ratio at 8 µM; hit rate 0.4% among 200,000; AID 1049, 2008; in the data active = TR-FRET ratio above about 2000; also: inactives centre near 1500
Efa HMGR inh: inhibitors of E. faecalis class II HMGR, primary screen, biochemical, Enterococcus faecalis; purified E. faecalis HMGR, NADPH absorbance 340 nm kinetic; hit rate 0.41% among 190,000; inhibition, % at 10 µM;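 active = inhibition above a set limit, the median over all tested compounds plus 3 SD, cut at about 9.5% in these data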;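 also: enzyme runs in reverse so mevalonate oxidation gives rising NADPH absorbance; 0% = complete reaction with DMSO and 100% = background rate lacking mevalonate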
bIAP activator: bovine intestinal alkaline phosphatase activators, primary screen, biochemical, bovine IAP, CDP-star luminescence | purified bovine IAP, 30 min; hits give high values; fold of DMSO-control signal, blank-subtracted | hit rate 0.17% among 200,000 | AID 1016, 2008 | activation factor at 20 µM;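 active = activation factor of 2 or more at 20 µM, a signal rise over negative controls twice the positive control's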
PPARg SRC-1 ag: PPARgamma agonists recruiting SRC-1 coactivator, primary screen, biochemical. activation, % at 8 µM. AID 631, 2007. Peroxisome proliferator-activated receptor gamma (Homo sapiens), P37231. hit rate 0.41% among 200,000. PPARgamma-SRC-1 coactivator recruitment biochemical assay; in the data active = activation above about 19%;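 also: 0% = DMSO and 100% = reference agonist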
Target sequence (P37231 whole entry, looked up): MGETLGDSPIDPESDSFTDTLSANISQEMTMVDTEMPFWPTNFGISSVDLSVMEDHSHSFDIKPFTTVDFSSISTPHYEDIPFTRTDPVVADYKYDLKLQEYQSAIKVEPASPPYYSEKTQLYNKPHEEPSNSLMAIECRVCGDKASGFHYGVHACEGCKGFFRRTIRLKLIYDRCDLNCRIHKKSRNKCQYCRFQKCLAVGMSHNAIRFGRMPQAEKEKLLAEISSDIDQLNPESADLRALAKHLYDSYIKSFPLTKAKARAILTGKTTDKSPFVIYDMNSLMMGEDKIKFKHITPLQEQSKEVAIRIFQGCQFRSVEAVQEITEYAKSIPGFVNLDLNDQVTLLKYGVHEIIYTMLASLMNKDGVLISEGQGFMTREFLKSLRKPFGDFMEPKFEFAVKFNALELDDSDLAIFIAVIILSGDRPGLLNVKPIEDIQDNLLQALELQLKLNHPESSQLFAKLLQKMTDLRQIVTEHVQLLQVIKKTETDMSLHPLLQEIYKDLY
PPARg SRC2 recr: agonists of PPARg-SRC-2 recruitment, primary screen, biochemical, HTS. Peroxisome proliferator-activated receptor gamma (Homo sapiens), P37231. PPARgamma LBD-SRC-2 recruitment. activation, % at 8 µM. hit rate 0.34% among 200,000. AID 1032, 2008; in the data active = activation above about 22%;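 also: 0% = vehicle and 100% = reference agonist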
PPARg SRC3 recr: PPARgamma agonists recruiting SRC-3 coactivator, primary screen, biochemical. Peroxisome proliferator-activated receptor gamma (Homo sapiens), P37231. biochemical PPARgamma/SRC-3 coactivator recruitment assay. activation, % at 8 µM. hit rate 0.26% among 200,000. AID 731, 2007; in the data active = activation above about 23%;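 also: 0% = DMSO and 100% = reference agonist; some compounds past the cut are filed as inactive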
bIAP inh: bovine intestinal alkaline phosphatase inhibitors, primary screen, selectivity assay for TNAP inhibitor project, biochemical, bovine IAP, CDP-star luminescence; purified bovine IAP, 30 min; 190,000 tested, under 10 active; alkaline phosphatase, intestinal [Bos taurus]; inhibition, % at 20 µM;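 active = over 50% inhibition of intestinal alkaline phosphatase at 20 µM in the single-dose screen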
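System: purified bovine intestinal alkaline phosphatase (IAP) enzyme; Input: IAP diluted 1/65,000,000 in the well; Measured by: CDP-star luminescence signal; Compound dosing: 20 µM single dose; Incubation: 30 min reaction at room temperature.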
* hit, by the source's call.

For Cc1ccc(N(CC(=O)NC(C)(C)C)C(=O)CS(=O)CC(=O)Nc2ccc3c(c2)OCO3)cc1 (stereo not drawn) the results were TNAP inh noacc -5, TNAP act hiacc 1, TNAP inh hiacc -2, TR-FRET SRC-2 ct 1545, Efa HMGR inh -1, bIAP activator 1.1, PPARg SRC-1 ag 4, PPARg SRC2 recr 0, PPARg SRC3 recr 1 and bIAP inh -12.
Screening Cc1ccc(C(=O)NC2CCN(S(=O)(=O)c3ccccc3)CC2)cc1 returned TNAP inh noacc -13, TNAP act hiacc 1.1, TNAP inh hiacc -7, TR-FRET SRC-2 ct 1584, Efa HMGR inh -1, bIAP activator 1, PPARg SRC-1 ag -6, PPARg SRC2 recr -3, PPARg SRC3 recr 2 and bIAP inh -1.
`CCOC(=O)c1sc(NC(=O)c2c(OC)cccc2OC)nc1C` gave TNAP inh noacc -9, TNAP act hiacc 1.1, TNAP inh hiacc -7, TR-FRET SRC-2 ct 1844, Efa HMGR inh -4, bIAP activator 1, PPARg SRC-1 ag 1, PPARg SRC2 recr 5, PPARg SRC3 recr 8 and bIAP inh 2.
For Cc1cccc(OCc2nnc(SCC(=O)Nc3ncc(C)s3)o2)c1 the results were TNAP inh noacc -11, TNAP act hiacc 1.1, TNAP inh hiacc -6, TR-FRET SRC-2 ct 1625, Efa HMGR inh -4, bIAP activator 1, PPARg SRC-1 ag 0, PPARg SRC2 recr 7, PPARg SRC3 recr 1 and bIAP inh -4.
For N#Cc1ccc(CSc2nnc(-c3ccccc3)n2Cc2ccco2)cc1 the results were TNAP inh noacc -10, TNAP act hiacc 1.1, TNAP inh hiacc -6, TR-FRET SRC-2 ct 1517, Efa HMGR inh -3, bIAP activator 0.9, PPARg SRC-1 ag 6, PPARg SRC2 recr -7, PPARg SRC3 recr 10 and bIAP inh 9.
`Cc1cccc(N2CCN(C(=O)C3CCN(S(=O)(=O)c4cccc5nsnc45)CC3)CC2C)c1` (stereo not drawn) gave TNAP inh noacc 2, TNAP act hiacc 1, TNAP inh hiacc 2, TR-FRET SRC-2 ct 1664, Efa HMGR inh -2, bIAP activator 1.1, PPARg SRC-1 ag 4, PPARg SRC2 recr 7, PPARg SRC3 recr 13 and bIAP inh -7.
`O=C(c1n[nH]c(=O)c2ccccc12)N1CCN(c2ccc(F)cc2)CC1` gave TNAP inh noacc -3, TNAP act hiacc 1.1, TNAP inh hiacc -7, TR-FRET SRC-2 ct 1612, Efa HMGR inh 0, bIAP activator 0.9, PPARg SRC-1 ag 8, PPARg SRC2 recr -7, PPARg SRC3 recr 5 and bIAP inh 15.
For C#CCOCCOCCOCCNc1nc(N2CCN(C(=O)[C@H]([C@@H](C)CC)n3cc([C@@H](N)CC(C)C)nn3)CC2)nc(N2CCN(C(=O)[C@H](Cc3ccc(O)cc3)n3cc([C@@H](N)C(C)CC)nn3)CC2)n1 (stereo partly drawn) the results were TNAP inh noacc -22, TNAP act hiacc 1.1, TNAP inh hiacc -10, TR-FRET SRC-2 ct 1495, Efa HMGR inh 0, bIAP activator 1.3, PPARg SRC-1 ag 1, PPARg SRC2 recr 1, PPARg SRC3 recr -2 and bIAP inh -29.
`C=CCNC(=O)C1CCN(C(=O)c2ccc(-c3ccccc3)cc2)CC1` gave TNAP inh noacc -5, TNAP act hiacc 1, TNAP inh hiacc -1, TR-FRET SRC-2 ct 1695, Efa HMGR inh -5, bIAP activator 1, PPARg SRC-1 ag -1, PPARg SRC2 recr -1, PPARg SRC3 recr 5 and bIAP inh -2.
`COc1ccc(-c2nc(C#N)c(NCc3ccccc3Cl)o2)cc1OC` gave TNAP inh noacc -4, TNAP act hiacc 1, TNAP inh hiacc 3, TR-FRET SRC-2 ct 1446, Efa HMGR inh 0, bIAP activator 1, PPARg SRC-1 ag 3, PPARg SRC2 recr 1, PPARg SRC3 recr -8 and bIAP inh 1.
Cc1ccc(Sc2ncccc2COC(=O)Nc2c(C)cccc2C)cc1 was read as TNAP inh noacc -13, TNAP act hiacc 1.1, TNAP inh hiacc -7, TR-FRET SRC-2 ct 1534, Efa HMGR inh 0, bIAP activator 0.9, PPARg SRC-1 ag 3, PPARg SRC2 recr -3, PPARg SRC3 recr 4 and bIAP inh 9.
`CC12CCC(C/C1=N/NC(=O)COc1ccccc1Cl)C2(C)C` (stereo not drawn) gave TNAP inh noacc -8, TNAP act hiacc 1, TNAP inh hiacc -2, TR-FRET SRC-2 ct 1569, Efa HMGR inh 1, bIAP activator 1.2, PPARg SRC-1 ag 1, PPARg SRC2 recr -3, PPARg SRC3 recr -2 and bIAP inh -18.
`O=C(Nc1ccccc1Br)c1ccccc1-c1ccccc1` gave TNAP inh noacc -5, TNAP act hiacc 1, TNAP inh hiacc 2, TR-FRET SRC-2 ct 1577, Efa HMGR inh -2, bIAP activator 0.9, PPARg SRC-1 ag 1, PPARg SRC2 recr 1, PPARg SRC3 recr 2 and bIAP inh 5.
CCOc1ccc(N2CC(O)Cn3c2nc2c3c(=O)n(CCCc3ccccc3)c(=O)n2C)cc1 (stereo not drawn) was read as TNAP inh noacc -2, TNAP act hiacc 1, TNAP inh hiacc 1, TR-FRET SRC-2 ct 1530, Efa HMGR inh -4, bIAP activator 1, PPARg SRC-1 ag 5, PPARg SRC2 recr 6, PPARg SRC3 recr 7 and bIAP inh -1.
`COc1ccc(CC(=O)NNC(=O)CCc2ccccc2)cc1OC` gave TNAP inh noacc -9, TNAP act hiacc 1, TNAP inh hiacc 2, TR-FRET SRC-2 ct 1510, Efa HMGR inh 0, bIAP activator 1.3, PPARg SRC-1 ag -8, PPARg SRC2 recr -9, PPARg SRC3 recr -2 and bIAP inh -28.
`O=C(Nc1ccccc1Cl)/C(Cl)=C(\Cl)S(=O)c1ccccc1` (stereo not drawn) gave TNAP inh noacc -1, TNAP act hiacc 1, TNAP inh hiacc 2, TR-FRET SRC-2 ct 1709, Efa HMGR inh -5, bIAP activator 1, PPARg SRC-1 ag 7, PPARg SRC2 recr 10, PPARg SRC3 recr 2 and bIAP inh 2.
CC1CCCCC1NC(=O)CSc1nnc(COc2ccccc2Cl)o1 (stereo not drawn) was read as TNAP inh noacc -11, TNAP act hiacc 1.1, TNAP inh hiacc -8, TR-FRET SRC-2 ct 1416, Efa HMGR inh -8, bIAP activator 1, PPARg SRC-1 ag 2, PPARg SRC2 recr 0, PPARg SRC3 recr -2 and bIAP inh 0.
Screening Cc1ccc(OCc2nnc(NC(=O)c3ccco3)s2)c(C)c1 returned TNAP inh noacc -6, TNAP act hiacc 1, TNAP inh hiacc -1, TR-FRET SRC-2 ct 1511, Efa HMGR inh -3, bIAP activator 0.9, PPARg SRC-1 ag 1, PPARg SRC2 recr 4, PPARg SRC3 recr 3 and bIAP inh 5.
`CCOC(=O)C1CCN(C(=O)COC(=O)CNC(=O)c2ccc(OC)cc2)CC1` gave TNAP inh noacc -18, TNAP act hiacc 1, TNAP inh hiacc -4, TR-FRET SRC-2 ct 1657, Efa HMGR inh 0, bIAP activator 1.1, PPARg SRC-1 ag 6, PPARg SRC2 recr -4, PPARg SRC3 recr -1 and bIAP inh -8.
`COc1cc(C(=O)N2CCC(O)(c3ccccc3)CC2)cc(OC)c1OC` gave TNAP inh noacc -12, TNAP act hiacc 1, TNAP inh hiacc 0, TR-FRET SRC-2 ct 1464, Efa HMGR inh -2, bIAP activator 0.9, PPARg SRC-1 ag -4, PPARg SRC2 recr 2, PPARg SRC3 recr -6 and bIAP inh 9.
`Cc1cnc(NC(=O)C2CCCO2)s1` (stereo not drawn) gave TNAP inh noacc -14, TNAP act hiacc 1, TNAP inh hiacc -4, TR-FRET SRC-2 ct 1482, Efa HMGR inh -1, bIAP activator 0.9, PPARg SRC-1 ag -7, PPARg SRC2 recr -1, PPARg SRC3 recr -3 and bIAP inh 10.
`CCN(CC)S(=O)(=O)c1ccc(Br)c(OC)c1` gave TNAP inh noacc -16, TNAP act hiacc 1.1, TNAP inh hiacc -5, TR-FRET SRC-2 ct 1548, Efa HMGR inh 0, bIAP activator 0.9, PPARg SRC-1 ag 1, PPARg SRC2 recr 4, PPARg SRC3 recr 6 and bIAP inh 11.
For C/C(=N\NS(=O)(=O)c1ccc([N+](=O)[O-])cc1)c1ccc(NC(=O)c2ccco2)cc1 the results were TNAP inh noacc -6, TNAP act hiacc 1, TNAP inh hiacc 0, TR-FRET SRC-2 ct 1472, Efa HMGR inh 2, bIAP activator 1, PPARg SRC-1 ag -4, PPARg SRC2 recr -9, PPARg SRC3 recr 2 and bIAP inh 3.
Screening COc1ccccc1-n1c(SCC(=O)Nc2ccccc2C)nc(O)cc1=O returned TNAP inh noacc -14, TNAP act hiacc 1.1, TNAP inh hiacc -5, TR-FRET SRC-2 ct 1515, Efa HMGR inh 1, bIAP activator 1, PPARg SRC-1 ag 11, PPARg SRC2 recr 2, PPARg SRC3 recr 6 and bIAP inh 4.
For CC(C)C(c1nnnn1C1CCCC1)N1CCCCC1 (stereo not drawn) the results were TNAP inh noacc -13, TNAP act hiacc 1, TNAP inh hiacc 0, TR-FRET SRC-2 ct 1459, Efa HMGR inh 1, bIAP activator 0.6, PPARg SRC-1 ag -5, PPARg SRC2 recr 0, PPARg SRC3 recr 3 and bIAP inh 35.
`COC(=O)C/C=C/[C@@H](C)[C@@H](/C=N/OC[C@H]1O[C@H](c2ccccc2)C=C[C@@H]1Oc1ccc(OC)cc1)OC` gave TNAP inh noacc -4, TNAP act hiacc 1, TNAP inh hiacc -1, TR-FRET SRC-2 ct 1435, Efa HMGR inh -7, bIAP activator 1, PPARg SRC-1 ag 6, PPARg SRC2 recr 6, PPARg SRC3 recr -2 and bIAP inh -3.
For CC1CCCN(CCCOc2ccccc2-c2ccccc2)C1 (stereo not drawn) the results were TNAP inh noacc -14, TNAP act hiacc 1.1, TNAP inh hiacc -8, TR-FRET SRC-2 ct 1514, Efa HMGR inh 0, bIAP activator 0.9, PPARg SRC-1 ag 9, PPARg SRC2 recr 0, PPARg SRC3 recr 4 and bIAP inh 13.
For COc1cccc(-c2cc(C(=O)NCCc3ccccc3)no2)c1 the results were TNAP inh noacc -12, TNAP act hiacc 1.1, TNAP inh hiacc -6, TR-FRET SRC-2 ct 1750, Efa HMGR inh -3, bIAP activator 0.9, PPARg SRC-1 ag -1, PPARg SRC2 recr 14, PPARg SRC3 recr 2 and bIAP inh 10.
